# CRFBP-R2 agonist: agonists of human CRF-binding protein/CRF-R2 receptor complex; hit rate 0.46% among 350,000; HEK293 CRF-R2/CRF-BP, calcium dye fluorescence (FLIPR); percent of saturating CRF peptide response; activation, % at 13.2 µM; AID 588473;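 active = activation of at least 50%, plus an integration ratio under a set limit after plate pattern correction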;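 also: plate controls were neutral control wells without compound for no effect and CRF at EC100 for full effect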
# PHOSPHO1 block: inhibitors of human PHOSPHO1 phosphatase. Q8TCT1. recombinant PHOSPHO1, absorbance phosphatase assay. inhibition, % at 13.3 µM. hit rate 1.1% among 290,000. AID 1565; in the data active = inhibition above about 60%
# Target sequence (Q8TCT1 whole entry, looked up): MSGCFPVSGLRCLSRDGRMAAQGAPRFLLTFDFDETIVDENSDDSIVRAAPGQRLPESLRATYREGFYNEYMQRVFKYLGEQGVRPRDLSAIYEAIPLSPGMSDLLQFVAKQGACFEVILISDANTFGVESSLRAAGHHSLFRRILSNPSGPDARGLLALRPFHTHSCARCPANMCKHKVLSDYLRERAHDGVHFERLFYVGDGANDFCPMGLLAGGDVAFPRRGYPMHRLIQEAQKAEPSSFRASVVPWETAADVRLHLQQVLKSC
# GalR3 antagonist: antagonists of human GalR3; O60755; HEK293 GalR3-CNG cAMP membrane potential fluorescence; galR3 body fused to GalR1 C-terminus; inhibition, % at 3 µM; hit rate 0.44% among 360,000;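 active = inhibition above the screen-wide average plus 3 SD, cut at about 13% in these data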;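 also: forskolin and galanin both at EC90 stimulate the cells; cAMP rise reported by CNG channel membrane potential dye signal; 0% = forskolin plus galanin with DMSO and 100% = forskolin alone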
# Target sequence (O60755 1-299 limits assumed): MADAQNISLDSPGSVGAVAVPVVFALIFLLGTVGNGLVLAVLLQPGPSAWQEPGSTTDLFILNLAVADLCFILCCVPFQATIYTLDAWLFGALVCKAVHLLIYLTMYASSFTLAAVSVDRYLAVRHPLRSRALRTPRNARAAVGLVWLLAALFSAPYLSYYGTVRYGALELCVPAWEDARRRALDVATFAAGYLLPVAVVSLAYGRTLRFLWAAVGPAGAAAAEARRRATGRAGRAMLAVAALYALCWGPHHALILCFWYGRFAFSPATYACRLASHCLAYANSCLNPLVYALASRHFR
# CRFR2-BP antag: blocks CRF-induced signaling of the CRF-BP/CRF-R2 complex; hit rate 0.59% among 350,000; AID 588475; HEK293 CRF-R2/CRF-BP, CRF-induced calcium fluorescence; inhibition, % at 11.8 µM;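 active = inhibition of the ligand-induced calcium signal above about 50% at the single tested concentration, limit read from the data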
# IDE cell inh: inhibits human insulin-degrading enzyme in HEK cells | hit rate 0.41% among 320,000 | AID 434962 | P14735 | FAbetaB cleavage, fluorescence polarization | inhibition, % at 5.59 µM;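 active = percent inhibition above the average of all tested compounds plus 3 SD, set per screening campaign, cut at about 16% in these data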;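 also: IDE supplied by intact live HEK cells; FP after avidin binding of uncleaved biotin substrate so inhibition keeps polarization high; 0% = DMSO wells and 100% = 60 µM reference IDE inhibitor Ii1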
# IDE cell activ: boosts human insulin-degrading enzyme activity in HEK cells; P14735; FAbeta-B cleavage, fluorescence polarization; 0% vehicle, 100% cell-free pure enzyme wells; activation, % at 5.96 µM; hit rate 0.073% among 340,000;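 active = activation above the mean of all tested compounds plus 3 SD, set per screening campaign, cut at about 17% in these data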
# M4 PAM: CHRM4 positive allosteric modulation; CHO-K1 hM4/Gqi5, Fluo-8 calcium fluorescence, ACh EC20; 0% = ACh EC20, 100% = maximal ACh; hit rate 0.4% among 360,000; P08173; AID 624126; activation, % at 3 µM;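 active = activation above its plate's cutoff, the mean activation of sample wells plus 3 SD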; also: some results filed as inactive read as strong as hits
# Target sequence (P08173 whole entry, looked up): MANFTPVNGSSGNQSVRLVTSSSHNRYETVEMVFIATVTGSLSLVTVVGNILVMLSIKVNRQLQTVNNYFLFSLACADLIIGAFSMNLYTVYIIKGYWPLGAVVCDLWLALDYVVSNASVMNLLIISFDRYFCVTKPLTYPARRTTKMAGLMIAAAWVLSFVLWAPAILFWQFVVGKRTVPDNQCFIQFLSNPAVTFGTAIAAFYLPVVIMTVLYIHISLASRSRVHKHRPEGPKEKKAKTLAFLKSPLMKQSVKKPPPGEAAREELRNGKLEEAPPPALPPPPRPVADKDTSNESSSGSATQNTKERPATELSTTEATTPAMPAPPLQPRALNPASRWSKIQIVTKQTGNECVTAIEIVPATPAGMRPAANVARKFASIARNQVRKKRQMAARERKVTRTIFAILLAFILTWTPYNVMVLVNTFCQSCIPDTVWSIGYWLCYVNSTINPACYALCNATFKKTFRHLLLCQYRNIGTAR
# MEKK3 PB1 HTS: raises or lowers MEK5 binding to the human MEKK3 PB1 domain | Q99759 | bead-based flow cytometry, Alexa488-MEK5 binding to MEKK3; actives lie on both sides; 0 = blocked by unlabeled MEK5, 100 = vehicle | binding response (% of control), % at 10 µM | hit rate 1.4% among 290,000 | AID 1529;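 active = binding response more than 3 SD above or below the average of its plate-row segment, actives on both sides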;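 also: Alexa488 bead fluorescence after subtracting the streptavidin-only scavenger bead signal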
# p-CIP stab down: compounds decreasing mouse p/CIP protein stability. AID 1984. hit rate 0.01% among 290,000. F442A p/CIP-EGFP cells, EGFP fluorescence, 16 h. Q05BA5. decrease of EGFP signal, % at 10 µM;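 active = EGFP signal decrease of at least 30% at 10 µM or well 3 SD below plate mean, unless failing retest; inactive = the rest, including hits failing retest or dose response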; also: some compounds called inactive have numbers as strong as hits; many of its hits are not listed in these tables
# * marks the source's active call; other numbers are inactive results; . = no result given.
SMILES,CRFBP-R2 agonist,PHOSPHO1 block,GalR3 antagonist,CRFR2-BP antag,IDE cell inh,IDE cell activ,M4 PAM,MEKK3 PB1 HTS,p-CIP stab down
CCC(C(=O)c1ccccc1)N(C(=O)c1ccccc1Cl)N1C(=O)C2C3C=CC(C3)C2C1=O (stereo unspecified),4.7,-6,-2,-11,-6,6,11,.,0
CCCCc1cn([C@@H](CCCCNC(=O)OC(C)(C)C)C(=O)N2CCN(C(=O)OC(C)(C)C)CC2)nn1,-2.8,35,-4,-1,-2,6,-1,104,3
CC1=C(C(=O)N2CCOCC2)CC(CC(=O)NCC2CCCCC2)C(=O)N1CCCN1CCCC1=O (stereo unspecified),0.3,.,-3,-9,.,.,0,.,.
O=C(C1CCC1)N1CCN(c2ccc(C(F)(F)F)cc2[N+](=O)[O-])CC1,1.9,15,0,-10,.,3,-2,99,-14
Cc1cc(C)cc(Oc2c(C(F)(F)F)oc3cc(OCC(=O)O)ccc3c2=O)c1,3.7,16,-4,11,8,3,-2,106,-6
CC(C)(C)c1cc2nc3c(c(=O)n2[nH]1)CN(Cc1ccccc1)C3=O,-2.3,37,-6,19,-2,.,-6,106,-17
CNC(=O)CSc1nc2cccnc2n1-c1ccc(F)cc1,-0.7,24,-3,7,.,0,-6,106,-16
Cc1n[nH]c(C)c1CCCCOc1ccccc1,0.2,-11,-8,-4,-6,7,3,87,7
COC(=O)Oc1ccc(/C=N/NC(=O)CSCc2ccccc2Br)cc1OC,-1.1,17,-8,14,-1,2,-7,108,0
COCCCNC(=O)c1cccc(C(=O)NCCCOC)c1,5.7,-1,-4,-39,5,5,3,106,2
CCOC(=O)c1c(C)[nH]c(C(=O)OCC(=O)N(C)CC(=O)Nc2ccccc2Cl)c1C,-2.3,.,-2,10,6,-2,-3,.,.
C[C@H](CO)N1C[C@H](C)[C@@H](CN(C)C(=O)Nc2ccc3c(c2)OCO3)Oc2ccc(NC(=O)CCC(F)(F)F)cc2C1=O,-1.9,.,-1,4,-1,2,3,.,.
COc1cccc(C(=O)NC(=O)Nc2cc(C)on2)c1,5.2,36,-2,-6,4,-1,14,102,-9
O=C(CN1C(=O)c2ccccc2C1=O)N1CCOCC1,-2.4,-6,-3,-12,2,2,-4,109,-1
Cc1ccnc(N(C(=O)c2cccs2)C(=O)c2cccs2)c1,1.3,10,-5,3,8,2,7,93,-8
CCc1nc(NCC2CCCN2CC)c2nnn(Cc3ccccc3F)c2n1 (stereo unspecified),-1.8,9,0,23,0,6,-6,109,3
CCOC(=O)NC(NS(=O)(=O)c1ccccc1)(C(=O)OCC)C(F)(F)F (stereo unspecified),-2.3,-7,2,-2,2,-4,0,128,-7
CCOC(=O)Cc1csc(NS(=O)(=O)c2ccc3c4c(cccc24)C(=O)N3CC)n1,1.4,20,-1,9,2,-1,10,99,-8
CCN(CC)C(=O)C1CC(c2ccc(OC)cc2)=NO1 (stereo unspecified),-0.5,-10,-6,0,-3,-5,4,90,0
C#CCN(CC=C)C(=O)CCc1nnc(COc2ccccc2)o1,-0.5,1,-3,-4,-2,0,3,95,-21
[O-][n+]1c2ccc3nonc3c2nn1-c1ccccc1Cl,-0.7,55,-4,7,0,1,1,.,2
CCOc1ccc(CNCc2ccccc2Cl)cc1,-2.1,23,-3,-13,-3,0,-2,99,-1
Cc1ccc(N(CC(=O)Nc2cc(Cl)ccc2Oc2ccccc2)S(C)(=O)=O)cc1C,2.9,2,-4,0,0,2,-7,101,-6
CCc1ccccc1NC(=O)CNC(=O)c1cn(Cc2ccccc2)nc1-c1cccnc1,3.2,.,-4,-14,3,5,4,.,.
CCCCCCOC(=O)CCc1c(C)nc(N)[nH]c1=O,-3.1,30,0,7,1,8,0,100,-4
Cc1ccc(S(=O)(=O)N2CCN(C(=O)CCC(=O)NCc3ccc(F)cc3)CC2)cc1,-2.1,-9,-10,7,1,3,0,98,-6
Cc1cccc(NS(=O)(=O)c2cccc(C(=O)N3CC(C)OC(C)C3)c2)c1 (stereo unspecified),-0.9,.,-4,-2,3,0,-1,.,.
COc1cc(NC(=O)Cc2nn(C)c(=O)c3ccccc23)cc(OC)c1OC,0.7,-10,.,-5,6,4,8,93,-8
CCOc1ccccc1NC(=O)CNC(=O)CNC(=O)Cc1ccccc1,-0.8,-1,5,-13,3,4,3,97,-6
CN(C)S(=O)(=O)c1ccc(C(=O)N2CCC(c3nc4ccccc4o3)CC2)cc1,0.9,4,-1,14,4,0,1,118,-17
CS(=O)(=O)NCC(c1cccnc1)N1CCN(c2ccccc2F)CC1 (stereo unspecified),1.6,15,1,6,-3,4,-6,103,-2
Cc1ccc2c(c1)-c1c(ssc1=S)C(C)(C)N2C(=O)CSC1=NCCS1,-1.6,0,0,-31,4,7,-7,104,-6
O=C(c1ccccn1)N1N=C2/C(=C/c3ccc(F)cc3)CCCC2C1c1ccc(F)cc1 (stereo unspecified),-0.4,-2,1,-17,10,7,7,102,-5
CCCCNCC1C(Oc2ccc(Cl)cc2)C(=O)N1c1ccccc1C (stereo unspecified),-0.3,7,-4,-28,0,5,0,123,4
Cc1ccc(NC(=S)N2CCN(S(=O)(=O)c3ccccc3)CC2)cc1,-0.2,8,0,-2,.,3,1,95,-13
COC(=O)C1CCN(C(=O)Nc2ccc(OC)cc2)CC1,-0.1,49,2,-5,2,-1,5,102,1
CCCS(=O)(=O)c1c(S(=O)(=O)CCC)c2c(N)cccn2c1C(=O)c1ccc(F)cc1,0.4,-34,-5,-10,-1,5,4,101,-15
Cc1ccc(NC(=O)C(C)OC(=O)c2n[nH]c3ccccc23)cc1 (stereo unspecified),-2.1,.,-5,-13,-1,3,4,.,.
CC(C)N1CC=C2C(C#N)=C(N)C(C#N)(C#N)[C@H](c3ccoc3)[C@H]2C1,.,35,.,.,7,.,.,101,-21
Cc1ccc(CNc2nc3ccccc3n3cnnc23)cc1,-0.9,-5,2,-14,2,7,4,107,-6
C=CCNC(=O)c1onc(CSc2cc(C)cc(C)c2)c1C(=O)NCC=C,0.1,26,-7,7,4,-7,-1,95,-1
Cc1ccc(CNC(=O)c2cc3ccccc3oc2=O)cc1,-5.7,.,-6,-5,-2,5,5,.,.
O=C(COC(=O)c1cccnc1Cl)c1ccccc1,-1.2,-8,1,-1,-2,-5,-1,98,4
CCN1CCN(CC(=O)Nc2cc3c(cc2C(C)=O)OCO3)CC1,0.2,-16,-1,-2,2,3,-4,104,4
COc1ccc(CCNc2nc(-c3sc(C)nc3C)cs2)cc1OC,-1.9,80*,-8,11,0,4,-6,89,1
COc1ccc(-c2ccc(C#N)c(OC)n2)cc1,0.8,36,-4,-1,0,.,-2,99,5
CSc1nsc2nc(=O)c(/C=C3\C(C)=Nc4ccccc43)c(N)n12,-1.4,53,13*,23,.,-5,-3,102,6
COc1ccc2c(c1)OC[C@H]1[C@H]2N2C(=O)CNC(=O)[C@@]2(C)[C@H]1c1ccccc1,0.5,.,-1,0,6,.,.,.,.
OC1(c2cccc(F)c2)CCN(Cc2ccncc2)CC1,-5.3,5,0,2,7,2,-9,106,2
CC(C)c1ccc(CNC(=O)CSCC(=O)Nc2ccc3ccccc3c2)cc1,0.0,14,-6,-29,-2,4,-4,117,8
O=C(NC1CCN(C(=O)Nc2ccc(F)cc2)CC1)c1cccc(F)c1,-1.3,20,-8,3,5,5,-5,102,1
O=C1/C(=C/c2cccc(F)c2)Oc2cc(O)ccc21,50,35,-14,-8,7,-7,-4,101,-8
O=C(NCCc1csc(-c2ccccc2)n1)c1ccc(Br)o1,-4.6,6,.,36,2,-9,-1,99,-8
COc1ccccc1CNC(=O)C(NS(=O)(=O)c1ccc2c(c1)OCCO2)C(C)C (stereo unspecified),-3.8,19,-3,-6,5,-3,7,97,-5
O=C(Nc1ccc(C(=O)N2CCOCC2)cc1)c1ccccc1Cl,8.7,.,-2,22,.,.,3,.,.
COc1ccccc1N1CCN(c2nccc(C)n2)CC1,-1.2,.,-4,5,-2,-3,4,106,3
C=CCc1cccc(CNc2c(C)n(C)n(-c3ccccc3)c2=O)c1O,-0.2,-14,-8,17,-1,6,-12,100,4
CN(C(=O)c1ccc2nc(N)sc2c1)c1ccccc1,12,18,-9,-7,3,2,-1,95,-1
O=C(Cc1cc(=O)oc2cc(O)ccc12)N[C@@H](Cc1c[nH]c2ccccc12)C(=O)O,1.5,31,-10,2,8,-2,-1,103,8
O=C(CCc1nnc(Cc2c[nH]c3ccccc23)o1)NCCC1CCCCO1 (stereo unspecified),-0.6,.,-2,41,.,.,4,.,.

# 4 entries out of the list, ordered by count of non-hydrogen atoms, largest number first.
SMILES,CRFBP-R2 agonist,PHOSPHO1 block,GalR3 antagonist,CRFR2-BP antag,IDE cell inh,IDE cell activ,M4 PAM,MEKK3 PB1 HTS,p-CIP stab down
O=C(CCc1nnc(Cc2c[nH]c3ccccc23)o1)NCCC1CCCCO1 (stereo unspecified),-0.6,.,-2,41,.,.,4,.,.
O=C(NCCc1csc(-c2ccccc2)n1)c1ccc(Br)o1,-4.6,6,.,36,2,-9,-1,99,-8
OC1(c2cccc(F)c2)CCN(Cc2ccncc2)CC1,-5.3,5,0,2,7,2,-9,106,2
CN(C(=O)c1ccc2nc(N)sc2c1)c1ccccc1,12,18,-9,-7,3,2,-1,95,-1

# Following part
SMILES,CRFBP-R2 agonist,PHOSPHO1 block,GalR3 antagonist,CRFR2-BP antag,IDE cell inh,IDE cell activ,M4 PAM,MEKK3 PB1 HTS,p-CIP stab down
COc1cccc(NC(=O)CN(c2ccc(C)cc2)S(=O)(=O)c2c(C)nn(C)c2C)c1,-0.3,-1,-1,-24,-6,-1,-14,96,8
O=C1CC(N2CCC(c3nc4ccccc4s3)CC2)C(=O)N1 (stereo unspecified),-0.1,-4,-4,3,-2,0,1,104,-5
CCn1cc(C(=O)Nc2ccc(C)cc2[N+](=O)[O-])c(C)n1,0.5,.,-5,-7,-4,5,2,.,.
O=C(CSc1nnc(-c2ccccc2F)o1)OCc1ccccc1,-3.1,6,-5,20,-6,2,9,94,27
Fc1cccc(CSc2ncnc3c2oc2ccccc23)c1,4.5,0,1,-15,4,-1,19,125,2
Cc1ccc(C)c(NC(=O)CSc2nc3ccccc3nc2N2CCOCC2)c1,-2.3,23,.,21,-1,-1,3,100,5
CCC(Oc1ccccc1OC)C(=O)Nc1ccc2c(c1)n(C)c(=O)n2C (stereo unspecified),-2.3,.,-8,2,-3,5,0,109,-15
Cc1cc(C)c(NS(=O)(=O)c2ccc3c(c2)n(C)c(=O)n3C)c(C)c1,-1.3,.,-12,-6,1,-2,0,103,2
O=C(Cc1c[nH]c2ccccc12)N1CCN(S(=O)(=O)c2cccc(Cl)c2Cl)CC1,-1.6,.,-7,5,-6,4,-3,.,.
O=C(CCNS(=O)(=O)c1ccc(Cl)cc1)NCc1cccs1,-2.3,51,-4,4,4,8,3,102,-10
CCn1c(N)c(C(=O)NCCOC)sc1=S,-1.2,17,6,4,7,5,17,102,-7
Cc1c(C(=O)NCc2ccccc2CN2CCCC2)oc2ccc(F)cc12,1.3,.,-10,-20,0,-1,-6,.,.
O=C(CCCCCn1c(=S)[nH]c2ccc(N3CCOCC3)cc2c1=O)NCc1ccccc1,-2.1,-7,0,24,3,-4,8,101,-10
Cn1c(=O)oc2cc(S(=O)(=O)NCCC(=O)Nc3ccc4c(c3)OCCO4)ccc21,0.1,-3,-2,5,3,8,5,92,-8
CCCn1c(SCC(=O)NCC2CCCO2)nc2c1c(=O)n(C)c(=O)n2C (stereo unspecified),-1.1,9,-5,-5,2,5,0,101,2

# No enrichment for hits. Share with any hit: about 4.2%.
